14-3-3 PPI: alters human 14-3-3 gamma binding to Raf peptide; FP, 14-3-3gamma / TMR-pS259-Raf peptide binding; inhibition, % at 40 µM; 160,000 tested, 0.19% active; in the data active = inhibition above about 30%;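 note: 0% = protein plus tracer without compound and 100% = blank with tracer alone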
Target sequence (P61981 whole entry, looked up): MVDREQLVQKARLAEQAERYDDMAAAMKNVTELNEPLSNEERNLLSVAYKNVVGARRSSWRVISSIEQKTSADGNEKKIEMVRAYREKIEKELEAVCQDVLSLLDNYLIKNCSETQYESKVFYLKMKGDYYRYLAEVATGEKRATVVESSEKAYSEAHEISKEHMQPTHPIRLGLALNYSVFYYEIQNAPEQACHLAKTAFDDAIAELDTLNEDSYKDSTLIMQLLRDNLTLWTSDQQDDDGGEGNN
* marks the source's active call; other numbers are inactive results; & = joins results of further samples.

SMILES | 14-3-3 PPI
O=C(CSc1nc2ccsc2c(=O)n1Cc1ccc2c(c1)OCO2)c1cccc([N+](=O)[O-])c1 | 0.6
Cc1ccc(S(=O)(=O)C2(C(=O)N3CCc4ccccc4C3)CC2)cc1 | 0.3
CC1Cc2ccccc2C(CCc2ccccc2)=N1 (stereo not drawn) | -16.1
Cc1cc(=O)n2nc(N3CCC(C(=O)NCCC4=CCCCC4)CC3)sc2n1 | -15.3
O=C(CSc1ccc(C(F)(F)F)cc1[N+](=O)[O-])Nc1ccccc1 | 3.4
CCc1ccc(NC(=O)c2cc(C)on2)cc1 | -3.2
O=C(O)CCN1C(=O)C2CC=CCC2C1=O (stereo not drawn) | -2.2
COc1cccc(OCC(O)CN2CC(C)CC(C)C2)c1 (stereo not drawn) | 1.4
COC(=O)c1cccc(NC(=O)C(C)N2C(=O)c3ccccc3C2=O)c1 (stereo not drawn) | -3.7
COc1ccc(-c2cc3ccccc3n2CC(O)CNc2ccc(C(C)C)cc2)cc1 (stereo not drawn) | -8.4
Cc1ccccc1NS(=O)(=O)c1ccc2[nH]cc(C(=O)NCCc3ccccc3)c(=O)c2c1 | -12.9
Cc1ccc(NC(=O)c2cccc([N+](=O)[O-])c2)c(C(=O)c2ccccc2)c1 | 14.9
CC(C)CCNC(=O)C1CC(=O)N(C2CCCCC2)C1 (stereo not drawn) | -3.2
COc1ccc(-c2noc(COc3cc(C)cc(C)c3C)n2)cc1 | -0.1
Cc1cc(C)n(-c2nc3c(c(=O)[nH]c(=O)n3C)n2CCc2ccccc2)n1 | -5.5
Cc1ccc(O)c(C2=NCCNC(C(F)(F)C(F)F)=C2)c1 | -11.0
Cc1sc2c(c1C)c(=O)n(-c1ccccc1)c(=O)n2Cc1cc(=O)n2ccccc2n1 | 3.7
CCOc1ccc(-n2ccnc2SCC(=O)Nc2ccc(C)cc2C)cc1 | -3.7
CC(C)(C)c1ccc(Oc2c(C(F)(F)F)oc3cc(O)ccc3c2=O)cc1 | -3.1
Cc1cc2cc(CN(CCCN3CCOCC3)C(=O)NC3CCCCC3)c(=O)[nH]c2cc1C | -10.2
COc1ccc(C(=O)Oc2ccc(C=Nc3ccccc3Cl)cc2[N+](=O)[O-])cc1 | -11.1
CCCCc1ccc(C(=O)NC(C(=O)O)C(C)C)cc1 (stereo not drawn) | 8.9
Cc1ccc(N2C(=O)c3ccc(C(=O)OCC(C)C)cc3C2=O)cc1Cl | -2.0
CN(C)c1ccc(Nc2ncnc3c2c(-c2ccccc2)cn3-c2ccc(F)cc2)cc1 | -10.8
Cc1ccc(N(C(C)C(=O)O)S(=O)(=O)c2c(C)[nH]c(=O)[nH]c2=O)cc1 (stereo not drawn) | -1.0

Next section.
SMILES | 14-3-3 PPI
CCN1C(=O)c2cccc3c(NC(=O)c4cccc(F)c4)ccc1c23 | -1.4
CC(C)CC(C(=O)O)N1C(=O)C2C3C=CC(C3)C2C1=O (stereo not drawn) | -10.2
OCCOCCNc1ncnc2sc3c(c12)CCCC3 | -5.5
O=C(O)C(Br)C(Br)c1ccc([N+](=O)[O-])cc1 (stereo not drawn) | -2.7
Nc1ccc2oc(-c3cccc4c(Br)cccc34)nc2c1 | -33.9
O=C(NCCc1ccncc1)c1ccccc1F | 3.0
Cc1ccc(C(=O)CSc2nnc(COc3cccc4cccnc34)o2)cc1 | -8.7
O=C(NCc1ccc(F)cc1)c1ccc(N2CCOCC2)c([N+](=O)[O-])c1 | -1.1
O=C(CSCC(=O)NC1CC1)Nc1ccccc1 | -6.8
Cc1nc(C)c2c(c1C(F)(F)F)-c1ccccc1C2(F)F | -5.1
Cc1nc2ccc(S(=O)(=O)NCC(=O)O)cc2s1 | -9.3
CCOc1cc(C(=O)Nc2cccc3c2C(=O)c2ccccc2C3=O)cc(OCC)c1OCC | -6.7
COc1ccc(C2Nc3ccc(S(=O)(=O)Nc4ccc(C)c(C)c4)cc3C3C=CCC32)cc1 (stereo not drawn) | -168.6
CC1=C(C(=O)OC2CCCC2)C(c2ccccc2)C2=C(CC(C)(C)CC2=O)N1 (stereo not drawn) | 2.1
COc1ccccc1CNC(=O)c1cc2c(s1)CS(=O)(=O)C2 | -13.1
CCOc1ccc2nc(SCC(=O)c3ccc(Br)cc3)sc2c1 | -2.7
CCOC(=O)CN1CC23C=CC(O2)C(C(=O)Nc2ccc(F)cc2)C3C1=O (stereo not drawn) | -1.5
O=C(Nc1cccc(C(F)(F)F)c1)C1CCN(S(=O)(=O)c2ccccc2)CC1 | -0.4
O=C(NCCCN1CCc2ccccc2C1)C1CCN(S(=O)(=O)N2CCCC2)CC1 | 0.5&0.0
COC(=O)c1ccc(C(c2c(N)n(CC(C)C)c(=O)[nH]c2=O)N2CCN(c3ccccc3)CC2)cc1 (stereo not drawn) | -0.4
Cc1ccc2nc(-c3ccc(N(C)C)cc3)c(Nc3ccc4c(c3)OCCO4)n2c1 | -5.4
NC(=O)c1cc(-c2ccccc2Cl)no1 | -7.7
CCOCCCNC(=O)c1cc(Nc2ccccc2)nc2ccccc12 | -7.1
CCOC(=O)Cn1nc(-c2ccccc2)ccc1=O | 4.5
Cc1cccc2cc(CN(CC3CCCO3)S(=O)(=O)c3ccccc3)c3nnnn3c12 (stereo not drawn) | 1.6

Following part
SMILES | 14-3-3 PPI
COc1cccc(C2C(C(=O)c3sc(C)nc3C)=C(O)C(=O)N2CCN(C)C)c1OC (stereo not drawn) | -6.6
O=C(O)C1CCCCC1C(=O)NC1CCCCC1 (stereo not drawn) | -4.7
Cn1c(NC(=O)c2ccc(F)c(F)c2)cc(=O)n(C)c1=O | 0.6
O=C(CCN1C(=O)C2C3C=CC(C3)C2C1=O)Nc1ncc(S(=O)(=O)c2ccc([N+](=O)[O-])cc2)s1 (stereo not drawn) | 2.0
CCOC(=O)C1CCN(S(=O)(=O)c2c(C)[nH]c(=O)[nH]c2=O)CC1 | -4.6
CCCCNC(=O)c1cc(-c2ccc(OC)cc2)nc2ccccc12 | -18.7
CCc1ccc2[nH]c(=O)c(C(c3nnnn3Cc3ccccc3)N3CCOCC3)cc2c1 (stereo not drawn) | -0.7
CCn1ncc2c(OCc3ccc(C#N)cc3)cc(C)nc21 | -2.0
CCCCNC(=O)c1nn2c(c1Cl)NC(c1cccs1)CC2C(F)(F)F (stereo not drawn) | -6.3
COc1ccccc1-n1c(CNC(=O)COc2ccc(Cl)cc2)n[nH]c1=S | -0.9
COc1ccc(S(=O)(=O)N2CCC(C(=O)Nc3cccc(C(C)=O)c3)CC2)cc1C | -1.0
COc1cc([N+](=O)[O-])ccc1NC(=O)C(=O)CC(=O)c1ccccc1OC | -6.1
O=C(COc1ccccc1)Nc1ccc(Cl)c(-c2nc3ccccc3o2)c1 | -243.1
CCC(C)NC(=O)Cn1c(=O)n(-c2cc(OC)cc(OC)c2)c(=O)c2sccc21 (stereo not drawn) | -3.3
Cc1cc2ncn(C(=O)c3ccc(N(C)C)cc3)c2cc1C | 6.2
COCCCNC(=O)c1cc(C(=O)OC)cc([N+](=O)[O-])c1 | 0.0
O=C1CC(N2CCN(c3ccccc3Cl)CC2)C(=O)N1c1ccc(F)cc1 (stereo not drawn) | 2.1
COc1ccc(C2C=C(c3ccc(C)cc3)Nc3ncnn32)cc1 (stereo not drawn) | 1.1
COc1ccccc1N/C(=N\c1nc(C)cc(C)n1)NC(=O)c1ccccc1 | -7.4
CCOC(=O)c1c(NC(=O)c2ccccc2C)sc2c1CCC(CC)C2 (stereo not drawn) | 1.5
CCn1nnnc1SCC(=O)N1c2ccccc2CCc2ccccc21 | 4.2
O=C(Nc1ccc2c3c(cccc13)CC2)c1ccc([N+](=O)[O-])cc1 | -2.5
CCOC(=O)C1=C(C)N=C2SC(C)C(=O)N2C1c1ccccc1 (stereo not drawn) | -4.6
CCOC(=O)Cn1c(CN2CCOCC2)nc2c1c(=O)[nH]c(=O)n2C | 5.7
Cn1c(=O)c2c(ncn2Cc2ccccc2Br)n(C)c1=O | -6.7

Next results follow:
SMILES | 14-3-3 PPI
CCCOc1ccc(C2C(C(=O)OCC)=C(C)N=C3SCCC(=O)N32)cc1OCC (stereo not drawn) | -8.1
Nc1ccc2c(c1Cl)C(=O)c1ccccc1C2=O | -30.5
CC1(C)CC(=O)c2cc(C#N)c(SCSc3nc4c(cc3C#N)C(=O)CC(C)(C)C4)nc2C1 | -18.5
CCOc1ccc(C(=O)Nc2c3c(nn2-c2ccc(C)cc2)CS(=O)C3)cc1OCC (stereo not drawn) | -2.6
O=C1C(c2cccc(Br)c2)N(CCC2=CCCCC2)C(=O)CN1C1CCCCC1 (stereo not drawn) | -2.2
CC(=O)Nc1cc(C(=O)NCCc2ccccc2)ccc1S(=O)(=O)c1ccc(C)cc1 | -4.8
O=[N+]([O-])c1ccc2c(c1)OCCOCCOCCOc1cc([N+](=O)[O-])ccc1OCCOCCOCCOCCO2 | 0.5
CCn1c(=O)c2c(nc(SCC(=O)NCC3CCCO3)n2C)n(C)c1=O (stereo not drawn) | -5.9
CC(C)OC(=O)c1c(NC(=O)c2cnn3c2NC(c2ccco2)CC3C(F)(F)F)sc2c1CCCC2 (stereo not drawn) | -176.1
CCOc1ccc(NC(=O)Nc2c(C)n(C)n(-c3ccccc3)c2=O)cc1 | -3.4
O=C(CSc1n[nH]c(-c2ccco2)n1)Nc1sc2c(c1C(=O)Nc1ccccc1)CCCC2 | -4.7
CCC(C)N(C(=O)Cn1nnc2ccccc21)C(C(=O)NCc1ccco1)c1cccc(OC)c1 (stereo not drawn) | -7.5
CC(C)N(Cc1nc(-c2ccccc2)no1)S(=O)(=O)c1ccccc1 | -5.7
COc1ccccc1Nc1cc(C(=O)NCc2ccccc2Cl)c2ccccc2n1 | 3.1
O=c1cc(Nc2ccc3c(c2)OCCO3)[nH]c(=O)n1-c1ccc(Cl)cc1 | -0.3
Cc1ccc2nc(C)cc(Nc3cccc(Cl)c3)c2c1 | -15.1
Nc1sc2c(c1C(=O)NC1CCS(=O)(=O)C1)CCCC2 (stereo not drawn) | -18.1
CCCN1CC=C2C(C#N)=C(N)C(C#N)(C#N)C(c3cc(OC)ccc3OC)C2C1 (stereo not drawn) | -21.1
O=C(CCSc1nc(-c2ccc3c(c2)OCO3)cc(C(F)(F)F)n1)N1CCOCC1 | 4.0
NC(=O)CSc1nc(N)cc(=O)[nH]1 | -4.3
Cc1ccc(CN2C(=O)CCC2C(=O)NCCCN2CCOCC2)cc1 (stereo not drawn) | -3.5&-10.9
Nc1ccc(CCc2nc3cc(N)ccc3o2)cc1 | -2.8
Cc1cc(C)nc(SCC(=O)N2CCC(C(N)=O)CC2)n1 | -14.3
CCOc1ccccc1N1CC(C(=O)Nc2ccccc2N2CCOCC2)CC1=O (stereo not drawn) | 0.2
CCCSc1nc2c(cnn2-c2ccc(F)cc2)c(=O)[nH]1 | 3.1

Other results:
SMILES | 14-3-3 PPI
O=C(CN1CCOCC1)Nc1cc(Cl)ccc1Cl | -4.8
Cc1cccc(-n2c(CNC(=O)c3ccc(S(=O)(=O)N4CCCC4)cc3)n[nH]c2=S)c1 | -6.1&0.6
CCn1cc(C(=O)Nn2cnnc2)c(=O)c2ccc(C)nc21 | -3.0
Cc1noc(C)c1CSc1nnnn1-c1ccc(Cl)cc1 | -14.2
CCn1c(SCC(=O)N2CCCCC2)nc2c(c1=O)SC(C)C2 (stereo not drawn) | -23.8
Cc1ccc(C(=O)Nc2ccccc2C(=O)N2CC(C)OC(C)C2)cc1 (stereo not drawn) | -5.2
O=c1[nH]c(-c2ccc(OCCOCCOc3ccccc3)cc2)nc2sc3c(c12)CCCC3 | -82.6
CCN(Cc1ccccc1)S(=O)(=O)c1ccc(NC(C)=O)cc1 | -8.3
Fc1ccccc1C#Cc1ccnc2ccccc12 | -55.1
CCC(=O)Oc1ccc2oc(C)c(C(=O)OCCOC)c2c1 | -0.3
Cc1cc(=O)oc2c(CN3CCN(C)CC3)c(O)c(Cl)cc12 | 17.9
O=C1C(Cc2ccccc2)N=C2c3ccccc3N=C(SCc3cccc(F)c3)N12 (stereo not drawn) | 3.1
CCn1c(=O)n(CC(=O)Nc2ccccn2)c(=O)c2ccccc21 | -0.4
Cc1nn(C(C)(C)C)c(OC(=O)c2ccccc2I)c1S(=O)(=O)c1ccccc1 | -3.4
O=C(CNS(=O)(=O)c1cccs1)N1CCN(C(=O)c2ccco2)CC1 | -6.0
CC1=C(C(=O)OC(C)C)C(c2ccccc2[N+](=O)[O-])NC(=S)N1 (stereo not drawn) | -6.8
COc1ccc(N2C(=O)CCC(C(=O)Nc3ccc(C)cc3Br)C2c2ccc(F)cc2)cc1 (stereo not drawn) | 0.8
CCN(CCCNC(=O)CCNC(=O)Cn1cnc2ccccc2c1=O)c1ccccc1 | -9.2
COCCOC(=O)c1c(C)oc2ccc(NS(=O)(=O)c3ccc(F)cc3)cc12 | 1.1
Cc1ccc(C(=O)c2sc3[nH]c(=O)c(C(=O)O)cc3c2N)cc1 | -117.3
COc1ccc(C2Oc3c(OC)cccc3C3CC(c4ccc(F)cc4)=NN32)cc1OC (stereo not drawn) | -13.0

Pulled by structure from the entries so far:
SMILES | 14-3-3 PPI
O=c1[nH]c(-c2ccc(OCCOCCOc3ccccc3)cc2)nc2sc3c(c12)CCCC3 | -82.6
COc1ccc(N2C(=O)CCC(C(=O)Nc3ccc(C)cc3Br)C2c2ccc(F)cc2)cc1 (stereo not drawn) | 0.8
COc1ccc(C2Oc3c(OC)cccc3C3CC(c4ccc(F)cc4)=NN32)cc1OC (stereo not drawn) | -13.0

Structures shown so far containing a furan ring, fused or not, in the order listed:
SMILES | 14-3-3 PPI
CC(C)OC(=O)c1c(NC(=O)c2cnn3c2NC(c2ccco2)CC3C(F)(F)F)sc2c1CCCC2 (stereo not drawn) | -176.1
O=C(CSc1n[nH]c(-c2ccco2)n1)Nc1sc2c(c1C(=O)Nc1ccccc1)CCCC2 | -4.7
CCC(C)N(C(=O)Cn1nnc2ccccc21)C(C(=O)NCc1ccco1)c1cccc(OC)c1 (stereo not drawn) | -7.5
CCC(=O)Oc1ccc2oc(C)c(C(=O)OCCOC)c2c1 | -0.3
O=C(CNS(=O)(=O)c1cccs1)N1CCN(C(=O)c2ccco2)CC1 | -6.0
COCCOC(=O)c1c(C)oc2ccc(NS(=O)(=O)c3ccc(F)cc3)cc12 | 1.1

This is a subset, so the mix of outcomes need not match the whole.
